# GALK inhibitor: galactokinase (human) inhibition; 270,000 compounds, 0.007% hits; AID 1868; P51570; Potency, µM (top dose mostly 57.5 µM), for the others: top-dose activity change, negative = inhibition, hits mostly inhibitors; Purified GALK, Kinase-Glo residual ATP luminescence; note: potency is the fitted concentration of half-maximal effect; % is set by controls: 0 for no effect and ±100 for the full control effect
#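 Kinase-Glo Plus luminescence measured ATP left after a 1 h room-temperature reaction. The reaction used 5 nM GALK, 100 uM galactose and 35 uM ATP at pH 8.0 (20 mM HEPES, 5 mM MgCl2, 60 mM NaCl, 1 mM DTT, 0.01% BSA).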
# BCR signal inh: chronic active BCR signaling inhibition; ABC-DLBCL IkBa-CBG/CBR reporter, luminescence ratio, 4 h; Potency, µM (highest dose often 46.1 µM), without a hit: at the top dose ratio change, negative = lower green/red ratio, actives largely listed as inhibitors; 340,000 compounds, 0.05% hits; active = well fitted inhibition curve with a large enough effect in the signal ratio, with a control signal flat, not every such curve was filed as active; inconclusive = small, poorly fitted or top-dose-only effect, or effect the other way, or a change in a side signal; the % refers to the signal ratio;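 note: potency is the fitted concentration of half-maximal effect; plate controls were basal doxycycline-induced cells for no effect and cells given 10 µM MG132 for full effect; MG132 reads +100%, hits lower the ratio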
#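 Compounds up to 46 uM were incubated four hours with TMD8 cells whose green CBG68 luciferase is fused to IkappaBalpha; red CBR luminescence normalised the signal, and concentration-effect curves were fitted to fusion, red and ratio data.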
# Coupling enz: counter-screen for Giardia aldolase inhibitors: coupling enzyme system. activity change, negative = inhibition, % at 58.2 µM, hits read low. coupling enzyme system counterscreen, AmpLite Red fluorescence. AID 2472. 290,000 compounds, 0.67% hits; in the data active = activity change below about -30%; note: % is set by controls: 0 for no effect and ±100 for the full control effect
#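 Coupling enzymes only (glyceraldehyde-3-phosphate) + compound, at 57.5 uM final, 10 min RT; add substrate/coupling/AmpLite Red mix, 20 min RT; fluorescence ex 525/em 598 nm. Actives flag coupling-system interference.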
# Tb PFK inh: T. brucei PFK enzyme inhibition | 330,000 compounds, 0.17% hits | O15648 | Potency, µM (series often up to 57.5 µM), inactives show at the highest dose activity, negative = inhibition, most hits filed as inhibitors | AID 485367 | T. brucei PFK, ADP-Glo luminescence;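 note: potency is the fitted concentration of half-maximal effect; 0% = uninhibited 1x PFK enzyme wells and -100% = no-enzyme wells; nearly all actives have a fitted effect of over 60% in size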
#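 In TEA buffer at pH 8.0 with 5 mM MgCl2, enzyme (1.25 nM) converted F6P (0.5 mM) and ATP (0.1 mM) for 45 min at room temperature. ADP product was read by luciferase luminescence.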
# TSHR antagonist: human thyrotropin receptor antagonism | P16473 | activity change, negative = inhibition, % at 11.5 µM | TSHR-expressing cells, TSH-stimulated cAMP HTRF, 2 h; active compounds read low | 330,000 compounds, 0.2% hits;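 active = activity change below a set negative limit, meaning inhibition stronger than a set level, cut at about -70% in these data; inconclusive = activity change between two set negative limits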; note: % is set by controls: 0 for no effect and ±100 for the full control effect
#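 Freshly harvested TSHR cells receive pin-tooled compound, then EC80 TSH at 4nM final. After 2 hours at 37 deg C, antibody in lysis buffer and cAMP-d2 are added; 30 minutes at ambient temperature precede the HTRF read.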
# KCNH2 WT inh: blocks the wildtype human KCNH2 potassium channel | Q12809 | U2OS, BacMam KCNH2, thallium flux FluxOr; active compounds read low | activity change, % at 1.84 µM | 340,000 compounds, 0.37% hits;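 active = maximum activity change below -70%; inconclusive = maximum activity change between -70% and -50%; inactive = maximum activity change above -50%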; note: % is set by controls: 0 for no effect and ±100 for the full control effect
# Target sequence (Q12809 whole entry, looked up): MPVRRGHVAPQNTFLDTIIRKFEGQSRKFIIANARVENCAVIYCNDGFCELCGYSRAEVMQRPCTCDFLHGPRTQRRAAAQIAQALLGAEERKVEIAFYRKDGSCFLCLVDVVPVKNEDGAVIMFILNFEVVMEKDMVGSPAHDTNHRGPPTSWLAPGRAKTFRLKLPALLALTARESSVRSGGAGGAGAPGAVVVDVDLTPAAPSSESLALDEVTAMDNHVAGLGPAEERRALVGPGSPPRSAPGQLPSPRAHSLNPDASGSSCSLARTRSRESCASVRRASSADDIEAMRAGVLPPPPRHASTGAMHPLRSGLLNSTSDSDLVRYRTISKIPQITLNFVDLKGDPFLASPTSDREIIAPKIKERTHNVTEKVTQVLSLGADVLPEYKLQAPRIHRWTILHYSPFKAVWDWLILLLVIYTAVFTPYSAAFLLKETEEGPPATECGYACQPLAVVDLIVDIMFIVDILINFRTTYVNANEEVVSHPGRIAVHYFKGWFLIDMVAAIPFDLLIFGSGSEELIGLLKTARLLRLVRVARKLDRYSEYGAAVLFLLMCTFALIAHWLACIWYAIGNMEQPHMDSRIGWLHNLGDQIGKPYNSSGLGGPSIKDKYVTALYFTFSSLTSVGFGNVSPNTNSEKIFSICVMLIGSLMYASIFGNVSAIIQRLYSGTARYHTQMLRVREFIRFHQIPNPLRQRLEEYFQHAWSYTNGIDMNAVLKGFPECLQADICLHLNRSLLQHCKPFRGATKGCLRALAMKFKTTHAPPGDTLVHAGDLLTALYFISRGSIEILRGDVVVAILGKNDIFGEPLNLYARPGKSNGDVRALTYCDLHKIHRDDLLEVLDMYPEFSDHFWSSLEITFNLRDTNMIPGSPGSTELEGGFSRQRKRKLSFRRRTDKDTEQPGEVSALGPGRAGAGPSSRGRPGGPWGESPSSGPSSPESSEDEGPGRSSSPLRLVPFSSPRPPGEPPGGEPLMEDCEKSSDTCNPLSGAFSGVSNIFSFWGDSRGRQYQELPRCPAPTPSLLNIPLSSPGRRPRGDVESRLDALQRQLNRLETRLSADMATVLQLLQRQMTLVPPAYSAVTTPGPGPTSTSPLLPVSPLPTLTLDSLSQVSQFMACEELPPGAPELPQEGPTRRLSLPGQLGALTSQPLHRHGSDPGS
#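 U2OS cells transduced with wild-type KCNH2 virus are loaded with FluxOr dye for 45 min, and thallium flux is measured in kinetic reads before and after stimulation buffer. Rate constants are normalized to DMSO controls.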
# CXXC DNA block: inhibitors of human MLL CXXC domain-DNA interaction; MLL-CXXC / FITC-HOXA9 DNA fluorescence polarization; Potency, µM (highest dose often 115 µM), for the others: at the top dose activity change, negative = inhibition, hits mostly inhibitors; 290,000 compounds, 0.037% hits; active = well fitted inhibition curve with a large enough effect in the polarisation, with a control signal flat, not every such curve was filed as active; inconclusive = small, poorly fitted or top-dose-only effect, or effect the other way, or a change in a side signal; inactive = no such curve, though single readings can be large or run the other way; the % refers to the polarisation; note: potency is the fitted concentration of half-maximal effect
#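 Purified MLL-CXXC (added from a 7 uM solution) was preincubated 5 min at ambient with pinned compounds in 50 mM Tris-HCl pH 7.5, 50 mM NaCl, 1 mM DTT, 0.05% BSA. Fluorescein-labeled HOX-A9 DNA (50 nM solution) followed, 30 min, then polarization read.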
# TCR act: activates T cell receptor signaling; primary human leukocytes, anti-CD3, IL-2 HTRF, 48 h; Potency, µM (series often up to 9.22 µM), for inactives: at the highest dose activation of IL-2 secretion, most hits filed as activators; 330,000 tested, under 10 active; note: % of control where 0% means no effect
#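 HTRF read-out of IL-2 secretion: europium cryptate donor excited at 320nm, d2 acceptor emission at 665nm. Cells were primary human leukocytes incubated 48 hr with compounds and a-CD3 beads, supplying TCR signal only.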
# A-T KAP1 phos: potential ataxia-telangiectasia treatments restoring KAP-1 phosphorylation; 320,000 compounds, 0.19% hits; AID 485349; Potency, µM (series often up to 57.5 µM), for inactives: at the top dose activation, hits mostly activators; […] A-T fibroblasts, KAP-1 phosphorylation AlphaLISA; neocarzinostatin DNA damage 30 min before lysis; note: potency is the fitted concentration of half-maximal effect; % of control where 0% means no effect; nearly all actives have a fitted effect of over 45% in size
#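 ATM-like activity read as KAP-1 phosphorylation via AlphaLISA donor/acceptor antibody pairs after lysis and 6 hr at 25C. Cells were ATM-null patient fibroblasts ([…], hTERT), dosed 60 min, then exposed to the DSB inducer NCS for 30 min.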
# Giardia killer: Giardia lamblia killing | Giardia lamblia trophozoite viability | activity change, % at 7.66 µM, hits read low | 340,000 compounds, 0.15% hits | AID 540267; in the data active = activity change below about -80%; inconclusive = between about -30% and that limit;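 note: parasites exposed to compound for two days anaerobically before the ATP read; % is set by controls: 0 for no effect and ±100 for the full control effect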
#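 Media and compound were dispensed first, then trophozoites at 100 cells/well; plates sat 48 hrs at 37 deg C without oxygen before ATP luminescence reagent was added and read after 15-30 min at room temperature.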
# * marks the source's active call; other numbers are inactive results; ? = inconclusive; . = no result given; & = joins results of further samples; [ ] = dose if it differs, or a comment. Unless noted, calls come from the whole dose curve; as a rule, active = well fitted curve in the direction sought with a large enough effect; inconclusive = small, poorly fitted or top-dose-only effect, or another doubt; inactive = no such curve, though single readings can be large; an effect the other way counts as inactive or inconclusive.
Molecule,GALK inhibitor,BCR signal inh,Coupling enz,Tb PFK inh,TSHR antagonist,KCNH2 WT inh,CXXC DNA block,TCR act,A-T KAP1 phos,Giardia killer
CC1=CC(C)(C)n2c(O)c(N=N)c3c(C)c(C)cc1c32,3%,?,0,0%,-37,7,?,-3%,19%,27
Cc1ccc(/C=C2\C(=O)NC(=O)N(Cc3ccccc3Cl)C2=O)o1,0%,10%,1,5%,5,4,?,-1%,-4%,3
CCCOC(=O)c1ccc(Oc2cn[nH]c2-c2ccc(OCC)cc2O)cc1,0%,?,-5,0%,10,6,-6%,8%,1%,6
CCCCC(=O)N/N=C/c1c(O)n(CCCC)c(=S)[nH]c1=O,-3%,?,2,-3%,-6,0,1%,-11%,3%,-24
O=C(O)[C@H]1C[C@@H]1[C@H](NP(=O)(c1ccccc1)c1ccccc1)c1ccccc1,.,-2%,2&4,5%,15,.,-11%,-71%,.,-19
CCOP(=O)(OCC)c1cc(C)c(O)c(C(C)(C)C)c1,-2%,7%,0,-1%,-1,-7,10%,-4%,20%,3
CNC(=S)NC1CC2CCCC(C1)N2CC(C)C (configuration not stated),1%,?,0,1%,4,0,1%,.,3%,0
CN(C)C1(CNC(=O)Cc2ccccc2F)CCCCC1,1%,3%,0,-1%,-1,19,4%,0%,6%,-14
CC(C)Oc1ccc(Cc2c(O)[nH]c(=O)[nH]c2=O)cc1,4%,?,-1,-5%,0,-12,4%,2%,11%,3
CCOc1ccc(-c2c(C)n(-c3ccc(OCC)cc3)c3[n+]2CCCCC3)cc1,-4%,?,-2,0%,-20,-8,-11%,2%,18µM*,15
Oc1ccc2c3c1O[C@H]1[C@@H](O)CC[C@@]4(O)[C@@H](C2)N(CC2CCC2)CC[C@]314,.,-1%&-9%,.,-3%&-7%,2&6,-11&43,.,-1%&-1%,3%&7%,-28&-24
CC(=O)O[C@H]1C(=O)[C@@]2(C)C([C@H](OC(=O)c3ccccc3)[C@]3(O)C[C@H](OC(=O)[C@H](O)[C@@H](NC(=O)Cc4ccccc4)c4ccccc4)C(C)=C1C3(C)C)[C@]1(OC(C)=O)CO[C@@H]1C[C@@H]2O (some centres not stated),.,-7%,0,3%,-3,-10,19%,-5%,10%,-7
COc1ccc(N=Cc2c(O)n(C)c(=O)[nH]c2=O)cc1,1%,1%,1,-3%,12,-9,56%[activator],8%,-4%,-6
CCCCCCn1c(O)c(C(C)=NC)c(=O)[nH]c1=O,0%,13%,5,15%,8,1,4%,-30%,0%,2
Cc1cc(C=C2C(=O)N(C)C(=S)N(C)C2=O)c(C)n1-c1ccncc1,-2%,2%,-2,8%,-5,-13,-10%,1%,11%,-5
COc1ccc(C2SCC(=O)Nc3c2c(C)nn3C2CCOC(C)(C)C2)cc1OC (configuration not stated),0%,-1%,-7,1%,2,21,-10%,-1%,4%,10
Cn1cc(C(=O)OCC(=O)NC2CCCCC2)c2ccccc21,.,-4%,.,12%,-3,1,.,-11%,2%,7
N#CCCn1cc(C(=O)Nc2ccccc2Br)c(-c2ccc3c(c2)OCCO3)n1,-1%,-14%,-1,-9%,-10,20,10%,5%[46.1 µM],2%,1
COCc1cc(OC(=O)N(C)C)nc(-c2ccc(C)c(Cl)c2)n1,0%,?,0,1%,-3,-4,-6%,-10%,10%,-10
O[C@H]1C2CCC1C(N1CCCCC1)CC2 (some centres not stated),1%,-6%,1,22%,7,-3,17%,-4%,-3%,-6

# In another format: four of the compounds above.
# Every second line gives: GALK inhibitor, BCR signal inh, Coupling enz, Tb PFK inh, TSHR antagonist, KCNH2 WT inh, CXXC DNA block, TCR act, A-T KAP1 phos, Giardia killer
> O=C(O)[C@H]1C[C@@H]1[C@H](NP(=O)(c1ccccc1)c1ccccc1)c1ccccc1
→ ., -2%, 2&4, 5%, 15, ., -11%, -71%, ., -19
> Oc1ccc2c3c1O[C@H]1[C@@H](O)CC[C@@]4(O)[C@@H](C2)N(CC2CCC2)CC[C@]314
→ ., -1%&-9%, ., -3%&-7%, 2&6, -11&43, ., -1%&-1%, 3%&7%, -28&-24
> CC(=O)O[C@H]1C(=O)[C@@]2(C)C([C@H](OC(=O)c3ccccc3)[C@]3(O)C[C@H](OC(=O)[C@H](O)[C@@H](NC(=O)Cc4ccccc4)c4ccccc4)C(C)=C1C3(C)C)[C@]1(OC(C)=O)CO[C@@H]1C[C@@H]2O (some centres not stated)
→ ., -7%, 0, 3%, -3, -10, 19%, -5%, 10%, -7
> CCCCCCn1c(O)c(C(C)=NC)c(=O)[nH]c1=O
→ 0%, 13%, 5, 15%, 8, 1, 4%, -30%, 0%, 2

# Sorted by molecular weight (lowest first): part of the list above.
Molecule,GALK inhibitor,BCR signal inh,Coupling enz,Tb PFK inh,TSHR antagonist,KCNH2 WT inh,CXXC DNA block,TCR act,A-T KAP1 phos,Giardia killer
CN(C)C1(CNC(=O)Cc2ccccc2F)CCCCC1,1%,3%,0,-1%,-1,19,4%,0%,6%,-14
Cc1ccc(/C=C2\C(=O)NC(=O)N(Cc3ccccc3Cl)C2=O)o1,0%,10%,1,5%,5,4,?,-1%,-4%,3
Oc1ccc2c3c1O[C@H]1[C@@H](O)CC[C@@]4(O)[C@@H](C2)N(CC2CCC2)CC[C@]314,.,-1%&-9%,.,-3%&-7%,2&6,-11&43,.,-1%&-1%,3%&7%,-28&-24

# More compounds
Molecule,GALK inhibitor,BCR signal inh,Coupling enz,Tb PFK inh,TSHR antagonist,KCNH2 WT inh,CXXC DNA block,TCR act,A-T KAP1 phos,Giardia killer
NNC(=O)c1ccc(O)cc1,.,?,.,0%,5&26,-21,5%,1%,13%,5
Cc1cc(C)c(-n2c(O)c(/C=N/NC(=O)c3ccncc3)c(=O)[nH]c2=O)c(C)c1,-4%,?,0,1%,-6,5,32%[activator],-3%,-11%,-1
O=C(Nc1ccc(S(=O)(=O)N2CCOCC2)cc1)c1cc([N+](=O)[O-])ccc1Cl,0%,?,3,1%,3,-1,-13%,-3%,5%,5
C=CC1CN2CCC1CC2C(O)c1ccnc2ccccc12 (configuration not stated),.,.,4&0,.,.,7,.,-2%,.,6
COc1ccc2[nH]c(C)c(CCNCc3cc(OC)c4c(c3)OCO4)c2c1,.,-1%,.,-7%,-1,0,.,-2%,-3%,-17
CCC1(c2ccccc2)C(=O)N(COC)C(=O)N(COC)C1=O,9%,0%,-3,0%,8,-5,0%,-6%,5%,-2
O=C(NCCO)c1nsnc1NCCCl,6%,9%,-4,-11%,18,-11,-13%,5%,-5%,-3
C=CCn1c(O)c(C(CC)=Nc2ccc(NC(C)=O)cc2)c(=O)[nH]c1=O,6%,-1%,2,1%,0,-9,4%,4%,-4%,-8
COC(=O)CC1NC2CCCCC2NC1=O (configuration not stated),0%,6%,2,6%,7,-6,5%,8%,4%,-3
CC(C)[C@@H]1NC(=O)c2cc([N+](=O)[O-])cc(I)c2NCCCC[C@@H](C(=O)NC(CC(=O)O)C(N)=O)NC(=O)[C@H](CO)NC1=O (some centres not stated),.,-2%,3,?,3,.,0%,.,-1%,.
Cc1ccc(C(=O)c2cc(Br)ccc2N)cc1,12%,?,0,0%,-5,6,3%,-7%,-2%,12
Cc1nn(Cc2ccccc2)c(C)c1C=C1C(=O)NC(=S)NC1=O,-1%,-4%,5,-4%,3,-12,2%,-5%[46.1 µM],19%,-8
Cn1cc(NC(=O)CCl)cn1,0%,?,-1,0%,0,-1,-5%,-2%,3%,-9
O=c1c2ccccc2nc(/C=C/c2ccc3c(c2)OCO3)n1-c1cccc(O)c1,.,-12%,0,5%,36,-3,18%,-4%[46.1 µM],-3%,-21
N#Cc1ccc(Cn2cc(C=O)c3ccccc32)cc1,-2%,-7%,-1,-3%,-3,17,6%,3%,7%,-8
COc1ccc(Cl)cc1NC(=O)CN(C)CC(=O)Nc1ccc(Br)cc1,-2%,?,1,-3%,-7,-1,7%,.,12%,-2
CCC(=O)OC1(Cc2ccc(CC)cc2)CC(C)N(C)CC1C (configuration not stated),-2%,5%,2,1%,-8,12,3%,-4%,-4%,10
CCC(=NCc1ccc2c(c1)OCO2)c1c(O)n(C)c(=O)n(C)c1=O,5%,-1%,3,1%,-17,0,-1%,.,8%,8
O=C(Nc1ccccc1)N1CCC2(CC1)OCCO2,-2%,4%,0,4%,-2,-5,0%,2%,-1%,-8
COC(=O)C1=C(c2c(C)noc2C)C[C@@H]2CC[C@H]1N2C(=O)NCc1ccc2c(c1)OCO2,.,2%,.,1%,-10,-9,.,5%,1%,-12
O=C(CN1CC=C(c2ccccc2)CC1)Nc1c(Cl)cccc1Cl,-1%,0%,1,-1%,-6,-1,-2%,-10%[46.1 µM],-3%,-23
COc1cc(OC)cc(C(=O)NC(=S)N2C[C@H]3C[C@H](C2)c2cccc(=O)n2C3)c1,.,4%,0,-4%,-13,-2,4%,6%,-5%,0

# This is a subset (hit frequency here may not be typical).
